# CSN inh – inhibitors of CSN-mediated cullin deneddylation, primary screen, biochemical, fluorescence polarization, uHTS. inhibition, % at 12.5 µM. 360,000 tested, 0.38% active. Purified CSN, SCF-Nedd8-OG deneddylation. AID 651999, 2013;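 active = pattern-corrected inhibition above about 35%, with an unprinted fluorescence ratio check between 0.5 and 1.5, limit read from the data, passing the limit was not always enough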;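 also: 0% = enzyme with substrate and 100% = substrate without enzyme; some results filed as inactive read as strong as hits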
# Target sequence (Q92905 whole entry, looked up, one chain of several): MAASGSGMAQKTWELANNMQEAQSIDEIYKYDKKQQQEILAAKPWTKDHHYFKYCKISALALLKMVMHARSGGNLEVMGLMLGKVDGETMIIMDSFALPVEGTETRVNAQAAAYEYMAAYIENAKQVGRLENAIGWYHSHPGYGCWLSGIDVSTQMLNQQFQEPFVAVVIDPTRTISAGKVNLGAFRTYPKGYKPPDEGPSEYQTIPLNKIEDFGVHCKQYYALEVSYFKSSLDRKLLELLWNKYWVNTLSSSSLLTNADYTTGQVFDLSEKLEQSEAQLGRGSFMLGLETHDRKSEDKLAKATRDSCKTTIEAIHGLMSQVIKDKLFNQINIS
#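 Assay system: purified human Csn5 enzyme expressed in HEK293T cells; measure: % inhibition; also added: SCFSkp2-Nedd8OG substrate at 10 nM final; technique: fluorescence polarization; times: reaction 90 min, room temperature; medium: Tris buffer pH 7.5, NaCl, DTT, Tween-20, trehalose, ovalbumin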
# Rpn11 block – Rpn11 (PSMD14) deubiquitinase inhibitors, primary screen, biochemical, fluorescence polarization, uHTS; human 26S proteasome, Ub4-pepOG fluorescence polarization; 20S core pre-blocked with epoxomicin; calls only at 20 µM; 360,000 tested, 0.59% active; AID 588493, 2011;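 active = inhibition at 20 µM, scaled to each plate's controls, above about 33%, limit read from the data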
# Scp-1 inhibitor – Scp-1 phosphatase inhibitors, primary screen, biochemical, colorimetric, uHTS. Carboxy-terminal domain RNA polymerase II polypeptide A small phosphatase 1 (Homo …. Recombinant Scp1, phosphopeptide, malachite green phosphate absorbance. inhibition, % at 20 µM. 340,000 tested, 0.88% active. AID 493091, 2011;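 active = inhibition above about 50% at 20 µM, limit read from the data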;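 also: plate controls were DMSO wells with enzyme for no effect and wells lacking enzyme for full effect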
# Target sequence (Q9GZU7 76-261 limits assumed): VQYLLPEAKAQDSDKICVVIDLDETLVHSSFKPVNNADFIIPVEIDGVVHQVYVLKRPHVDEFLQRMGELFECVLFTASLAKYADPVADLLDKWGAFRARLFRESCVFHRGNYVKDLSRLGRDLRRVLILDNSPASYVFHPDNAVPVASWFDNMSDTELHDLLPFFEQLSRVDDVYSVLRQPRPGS
#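 assay system = SCP-1 phosphatase catalytic domain, residues 76-261 | buffer or medium = 50 mM Tris acetate pH 5.5, 0.005% Tween-20, 10 mM MgCl2 | incubation = enzyme reaction 45 min at room temperature, colour 5 min, stabilisation 30 min | signal = Phosphate-binding colour reagent, absorbance read at 630 nm | measure = % inhibition at 20 µM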
# DNMT1 inh – human DNMT1 methyltransferase inhibitors, primary screen, biochemical, molecular beacon, fluorescence, HinP1I cleavage, uHTS; DNA (cytosine-5)-methyltransferase 1 (Homo sapiens), P26358; inhibition (reported as % activation of signal), % at 10 µM; 360,000 tested, 0.83% active; AID 588458, 2011; in the data active = inhibition above about 50%
# NadD inh – inhibitors of S. aureus NadD, primary screen, biochemical, colorimetric, uHTS | purified NadD enzyme, colorimetric absorbance read-out | inhibition, % at 20 µM | 360,000 tested, 0.78% active | Nicotinate-nucleotide adenylyltransferase NadD (Staphylococcus aureus N315); in the data active = inhibition above about 26%; also: some compounds past the cut are filed as inactive
# STEP inh – STEP phosphatase inhibitors, primary screen, biochemical, fluorescence intensity, uHTS | Tyrosine-protein phosphatase non-receptor type 5 (Homo sapiens), P54829 | recombinant STEP, OMFP fluorogenic substrate | inhibition, % at 20 µM | 360,000 tested, 0.25% active;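 active = inhibition at 20 µM, scaled per plate between control wells, above about 37%, limit read from the data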;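 also: 0% = DMSO with enzyme and substrate and 100% = substrate only without enzyme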
# Target sequence (P54829 whole entry, looked up): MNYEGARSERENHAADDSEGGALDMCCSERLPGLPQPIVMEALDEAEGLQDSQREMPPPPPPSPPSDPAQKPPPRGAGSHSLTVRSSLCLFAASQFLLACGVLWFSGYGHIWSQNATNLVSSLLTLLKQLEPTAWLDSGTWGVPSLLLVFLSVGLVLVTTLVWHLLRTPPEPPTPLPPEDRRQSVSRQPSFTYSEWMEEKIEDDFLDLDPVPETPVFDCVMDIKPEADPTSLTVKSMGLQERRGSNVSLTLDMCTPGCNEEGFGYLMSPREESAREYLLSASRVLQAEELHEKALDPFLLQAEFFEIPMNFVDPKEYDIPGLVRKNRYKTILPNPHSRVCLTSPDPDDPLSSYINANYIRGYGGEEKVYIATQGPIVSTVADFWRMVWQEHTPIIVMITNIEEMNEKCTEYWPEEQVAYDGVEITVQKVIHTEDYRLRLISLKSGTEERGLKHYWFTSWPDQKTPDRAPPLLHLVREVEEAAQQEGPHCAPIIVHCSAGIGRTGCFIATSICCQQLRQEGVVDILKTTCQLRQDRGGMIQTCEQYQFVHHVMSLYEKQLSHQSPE
#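 Material: STEP (striatal-enriched tyrosine phosphatase) enzyme, cell-free | Medium: 50 mM Bis-Tris pH 6.0 with 2.5 mM DTT and 0.005% Tween 20 | Read-out: Percent inhibition scaled to no-enzyme and uninhibited-enzyme controls, plate-pattern corrected | Signal: Fluorescence read at 480 nm ex / 540 nm em | Times: 20 min reaction, room temperature, in the dark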
# SUMO1 PPI mod – modulators of SUMO1 protein-protein interactions, primary screen, biochemical, uHTS. AID 602429, 2012. SUMO1 binding to a labelled peptide, TR-FRET, 1 h. inhibition, % at 20 µM. 360,000 tested, 0.33% active; in the data active = inhibition above about 37%
# LMPTP inh – LMPTP phosphatase inhibitors, primary screen, biochemical, fluorescence intensity, uHTS | recombinant LMPTP-A, OMFP fluorogenic substrate | 360,000 tested, 0.22% active | Low molecular weight phosphotyrosine protein phosphatase (Homo sapiens), P24666 | AID 651560, 2012 | inhibition, % at 20 µM;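 active = compounds that cut the enzyme signal by at least half of the control window in the single-dose screen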;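 also: plate controls were DMSO wells with enzyme plus substrate for no effect and substrate without enzyme for full effect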
#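 Assay system: LMPTP-A phosphatase enzyme | Input: 0.625 nM enzyme | Also added: Fluorogenic phosphatase substrate OMFP at 400 µM final | Compound dosing: One test concentration per compound, 20 µM, with 3% DMSO overall | Schedule: 50 min enzyme reaction at room temperature, protected from light | Signal: Fluorescence intensity | Benchmarks: no-enzyme and uninhibited controls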
# Neddyl block – inhibitors of cullin neddylation, primary screen, biochemical, TR-FRET, uHTS, NAE and Ubc12 | NEDD8-conjugating enzyme Ubc12 (Homo sapiens) + NEDD8-activating enzyme E1 regulatory … | calls only at 25 µM | 360,000 tested, 0.58% active | AID 651699, 2012; in the data active = inhibition above about 36%
# Rin1 Abl inh – inhibitors of Rin1-Abl protein binding, primary screen, biochemical, TR-FRET; 360,000 tested, 0.4% active; inhibition, % at 7.35 µM; in the data active = inhibition above about 5%, passing the limit was not always enough
# Starred values were filed as active, the others as inactive; i = inactive; . = no result given; + = active, no number. These rows are one share of the data, so the mix of outcomes need not match the whole.
SMILES,CSN inh,Rpn11 block,Scp-1 inhibitor,DNMT1 inh,NadD inh,STEP inh,SUMO1 PPI mod,LMPTP inh,Neddyl block,Rin1 Abl inh
CCC1=CCN(CCc2c(C)[nH]c3ccccc23)CC1,5,i,4,-2,2,-1,3,0.6,i,-2
COc1cc2c(cc1OC)[C@@H]1C(=O)c3ccc4c(c3O[C@@H]1CO2)C[C@H](C(C)C)O4,6,i,2,-4,0,3,3,2.9,i,3
O=C(COC(=O)Cc1ccccc1)NC12CC3CC(CC(C3)C1)C2,-7,i,-5,2,-5,0,-3,-0.8,i,1
N#CCCn1cc(C(=O)Nc2ccc(F)cc2)c(-c2ccccc2)n1,3,i,-2,-1,-6,0,1,0.3,i,-3
CC1(C(=O)O)CCCC2(C)c3cc(O)ccc3CCC12 (centres undefined),4,i,1,0,-3,1,1,-1.3,i,2
Cc1ccccc1-n1c(C)nc2ccccc2c1=O,1,i,-5,2,-1,-2,-4,-0.3,i,2
O=C(O)CCn1cc(C=C2C(=O)NC(=S)NC2=O)c(-c2cccc(Br)c2)n1,5,i,69*,-1,5,-1,10,-0.6,i,1
O=C(NN=Cc1ccc(N(CCCl)CCCl)cc1)C(=O)c1c[nH]c2ccccc12,6,+,-8,-13,27,-2,-6,1.7,i,3
C=CCN1C(=O)C2(C(C(=O)OCC)=C(N)Oc3c2c(=O)oc2ccccc32)c2ccccc21 (centres undefined),-1,i,-2,0,4,0,3,-0.6,i,2
CCCCCCCCCCCCCCCC[N+](C)(C)C,1,i,8,-1,4,5,-94,-3.7,i,-1
Cn1cc[n+](C)c1P(=S)(c1ccccc1)c1ccccc1,2,i,19,1,6,-1,1,-0.8,i,1
CSc1ccc(CN2CCN(C(=O)Cc3ccccc3)CC2)cc1,-2,i,9,0,1,0,0,-3.5,i,6
FC(F)(F)c1ccccc1NC1=NCCCS1,-1,i,-1,0,0,0,-1,-0.6,i,0
CCCS(=O)(=O)N1CCCC(C(=O)N2CCC3(CC2)OCCO3)C1 (centres undefined),-2,i,-2,2,0,-2,-2,-2.6,i,-3
O=C(N=Nc1c(O)[nH]c(=O)[nH]c1=O)C1COc2ccccc2O1 (centres undefined),6,i,-7,-13,-2,-1,-7,-0.4,i,2
COC(=O)C1=C(c2cc3ccccc3s2)C[C@@H]2CC[C@H]1N2C(=O)NCC1CC1,-1,i,-12,0,-4,0,1,-0.4,i,-3
CN1CCN(c2ccc(C(F)(F)F)cc2N)CC1,-6,i,1,1,-2,2,-2,-0.6,i,-3
CCC1C2CC3C4N(C)c5ccccc5C45CC(C2C5O)N3[C@@H]1O (some centres undefined),2,i,-4,-2,-4,0,1,-0.8,i,1
CC1c2ccccc2-n2nncc2CN1C (centres undefined),4,i,-4,5,1,-3,9,-1.9,i,-2
CCCCn1c(=O)c(C=Nc2cc([N+](=O)[O-])ccc2OC)c(O)n(CCCCl)c1=O,5,i,-8,-3,-3,2,-13,-1.6,i,-1
CC1(C)CC(=O)C=C(NCCN2CCN(C(=O)Cc3ccc(Cl)cc3)CC2)C1,-3,i,-2,1,-1,-4,-2,-0.8,i,-1
CCN(CC)c1ccc(/C=C2/C(=O)NC(=O)N(CC3CCCO3)C2=O)cc1 (centres undefined),-8,i,-5,-4,8,-4,-10,2.1,i,0
CCN(CC)CCCN=Cc1c(O)n(-c2cccc(C)c2C)c(=O)[nH]c1=O,-2,i,-1,3,2,0,0,-6.0,i,2
C[C@H]1CN([C@@H](C)CO)C(=O)CCCn2nncc2CO[C@H]1CN(C)C(=O)Oc1ccccc1,4,i,.,4,2,-2,2,-1.3,i,-4
CC1=CC2/C=C(\C)CCC(O)C(O)/C=C/C(=O)C23C(=O)NC(CC(C)C)C3C1C (centres undefined),-1,i,-10,-15,4,0,-4,-0.8,i,-1

# Some entries already given, showing only NadD inh.
Structure,NadD inh
COC(=O)C1=C(c2cc3ccccc3s2)C[C@@H]2CC[C@H]1N2C(=O)NCC1CC1,-4
CN1CCN(c2ccc(C(F)(F)F)cc2N)CC1,-2

# The listing continues:
SMILES,CSN inh,Rpn11 block,Scp-1 inhibitor,DNMT1 inh,NadD inh,STEP inh,SUMO1 PPI mod,LMPTP inh,Neddyl block,Rin1 Abl inh
O=C(O)c1nn(Cc2ccc(Cl)cc2Cl)c2ccccc12,-6,i,-6,4,2,2,8,0.0,i,0
COC(=O)c1c(C)n(Cc2ccccc2)c2ccc(O)cc12,-1,i,-11,-4,5,1,-6,4.2,i,0
COc1ccc(NC(=O)CN2CC=C(c3ccccc3)CC2)cc1S(=O)(=O)N1CCOCC1,5,i,-4,-2,3,-3,-6,-0.6,i,0
CN(C)c1ccc(C=C2C(=O)NC(=O)NC2=O)cc1,7,i,-5,4,0,2,-6,-3.3,i,5
COc1cccc(C(=O)C2CCCN(Cc3ccccn3)C2)c1 (centres undefined),9,i,-8,2,-2,-3,0,-0.5,i,-2
Cn1cc(C(O)CN2CCCCC2)c2ccccc21 (centres undefined),3,i,4,1,-6,0,2,0.2,i,-1
CCCCn1c(O)c(C(C)=NCc2cccnc2)c(=O)[nH]c1=O,4,i,-13,-1,0,1,4,-0.3,i,0
Cn1c(O)c(C=NCCCN2CCCC2=O)c(=O)n(C)c1=O,-4,i,-3,1,-6,-2,-5,-2.1,i,-2
CCOP(=O)(OCC)c1cccc(OP(=O)(c2cccc([N+](=O)[O-])c2)c2cccc([N+](=O)[O-])c2)c1,0,i,0,-5,3,-1,-18,-2.2,i,-1
CCCc1nc2ccccc2c(=O)n1-c1ccc(O)cc1,-4,i,1,2,-3,0,-1,0.4,i,3
CCn1c(O)c(C=Nc2ccc(N3CCOCC3)c(Br)c2)c(=O)n(CC)c1=S,7,i,-9,-4,-1,3,-6,3.2,i,-4
COC(=O)C1=C(c2ccc(OCc3ccccc3)cc2)C[C@@H]2CC[C@H]1N2C(=O)NCCCCc1ccccc1,-3,i,.,-7,9,5,2,15,i,-1
Cc1ccc(N2C(=O)NC(=O)C3(Cc4ccccc4N4CCCC43)C2=O)cc1 (centres undefined),-5,i,-8,-16,29,1,12,0.5,i,4
CCCCCCCCCCCCn1ccc(=N)cc1,0,i,18,6,4,4,-53,-0.3,i,4
CCC(=NCc1cccnc1)c1c(O)n(C2CCCCC2)c(=O)[nH]c1=O,7,i,-8,-6,-4,-2,1,-2.6,i,-2
CC1CCCN(C(=O)CN2C3CCC2CC(O)(c2ccc(F)cc2)C3)C1 (centres undefined),-7,i,-9,-1,-1,1,2,-1.1,i,6
CCOc1ccc(-c2cc(C)[n+](CCc3ccc(OC)c(OC)c3)c(-c3ccc(OCC)cc3)c2)cc1,-3,i,4,1,-3,0,-25,1.6,i,-4
CCOc1cc(CNC(C)C(O)c2ccccc2)cc(Cl)c1OCC (centres undefined),-17,i,0,1,-5,-1,-5,-1.7,i,-1
CC[C@H]1OC(=O)C[C@@H](O)[C@H](C)[C@@H](O[C@@H]2O[C@H](C)[C@@H](O[C@H]3C[C@@](C)(O)[C@@H](O)[C@H](C)O3)[C@H](N(C)C)[C@H]2O)[C@@H](CC=O)C[C@@H](C)C(=O)/C=C/C(C)=C/[C@@H]1CO[C@@H]1O[C@H](C)[C@@H](O)[C@@H](OC)[C@H]1OC,0,i,-81,2,-29,1,-1,0.2,i,-2
Cc1ccc2c(c1)C1CN(C)CCC1N2C(=S)Nc1cccnc1 (centres undefined),-1,i,-9,1,7,-3,1,1.2,i,2
N=c1ccccn1Cc1ccccc1,-2,i,3,2,4,-1,0,-0.5,i,-1
COc1cccc(OC)c1CN1CCCC(C(=O)c2cccc(Cl)c2)C1 (centres undefined),1,i,-2,-1,2,1,4,1.6,i,0
Cc1ccccc1-c1ccc2n1Cc1cnnn1-c1ccccc1-2,-4,i,4,-5,-1,1,6,2.6,.,-1
Cc1cc(/C=C2\C(=O)NC(=O)N(c3ccccc3)C2=O)c(C)n1-c1ccc(C(=O)O)c(Cl)c1,8,i,40,40,-3,46*,-3,1.1,i,-2
Cc1nc2cc(-c3ccccc3)nn2c(C)c1CCC(=O)N1CCC2(CC1)OCCO2,-4,i,3,0,4,-3,0,0.1,.,2

# One compound at a time, as listed above. Screens in order: CSN inh, Rpn11 block, Scp-1 inhibitor, DNMT1 inh, NadD inh, STEP inh, SUMO1 PPI mod, LMPTP inh, Neddyl block, Rin1 Abl inh
# `CCCc1nc2ccccc2c(=O)n1-c1ccc(O)cc1` across the screens: -4, i, 1, 2, -3, 0, -1, 0.4, i, 3
# `CCN(CC)CCCN=Cc1c(O)n(-c2cccc(C)c2C)c(=O)[nH]c1=O` across the screens: -2, i, -1, 3, 2, 0, 0, -6.0, i, 2
# `COC(=O)C1=C(c2ccc(OCc3ccccc3)cc2)C[C@@H]2CC[C@H]1N2C(=O)NCCCCc1ccccc1` across the screens: -3, i, ., -7, 9, 5, 2, 15, i, -1
# `O=C(COC(=O)Cc1ccccc1)NC12CC3CC(CC(C3)C1)C2` across the screens: -7, i, -5, 2, -5, 0, -3, -0.8, i, 1

# (next part)
SMILES,CSN inh,Rpn11 block,Scp-1 inhibitor,DNMT1 inh,NadD inh,STEP inh,SUMO1 PPI mod,LMPTP inh,Neddyl block,Rin1 Abl inh
CCOP(=O)(OCC)C1(C(=O)O)CCCC1,-6,i,-7,2,-7,-1,0,-1.7,i,0
O=C(Nc1ccc2c(c1)OCO2)c1cn(Cc2ccc(F)cc2)nn1,2,i,-3,-14,6,-2,5,2.0,i,-3
NS(=O)(=O)c1ccc(N=Cc2c(O)n(-c3ccccc3)c(=O)[nH]c2=O)cc1,2,i,-3,1,-2,0,5,-0.4,i,1
COc1ccc2ccc(O)c(CN3CC=C(c4ccccc4)CC3)c2c1,0,i,-6,-27,5,-1,-1,2.7,i,6
CC(C)c1oc(=O)cc2c1[C@@H](O)[C@H]1OC(=O)[C@@]3(C)CC[C@@H](O)[C@@]2(C)C13 (some centres undefined),2,i,-3,2,0,-1,0,-0.6,i,1
CC(=O)N(C1=NCCCS1)c1ccc(F)cc1,1,i,5,-1,-6,-1,0,0.6,i,-2
